RmlCD inh 1536: inhibitors of Mycobacterium tuberculosis RmlC and RmlD coupled enzymes | RmlC+RmlD coupled enzyme assay, percent inhibition; primary screen in compound mixtures | inhibition, % at 3.6 µM | 0.03% of 160,000 active; in the data active = inhibition mostly above about 34%, no sharp cut-off; inconclusive = no clear call, values can overlap the other calls; inactive = mostly below about 22%; note: some results filed as inactive read as strong as hits
Target sequence (P9WH09 whole entry, looked up): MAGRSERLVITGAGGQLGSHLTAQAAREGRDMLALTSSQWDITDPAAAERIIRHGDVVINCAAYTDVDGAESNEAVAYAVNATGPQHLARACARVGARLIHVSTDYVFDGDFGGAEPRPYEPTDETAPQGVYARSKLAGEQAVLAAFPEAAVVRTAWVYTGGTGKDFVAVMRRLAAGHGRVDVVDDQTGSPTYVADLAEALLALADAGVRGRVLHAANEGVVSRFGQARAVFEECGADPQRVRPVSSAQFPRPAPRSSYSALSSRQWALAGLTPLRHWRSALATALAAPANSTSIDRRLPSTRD
Target sequence (P9WH11 whole entry, looked up): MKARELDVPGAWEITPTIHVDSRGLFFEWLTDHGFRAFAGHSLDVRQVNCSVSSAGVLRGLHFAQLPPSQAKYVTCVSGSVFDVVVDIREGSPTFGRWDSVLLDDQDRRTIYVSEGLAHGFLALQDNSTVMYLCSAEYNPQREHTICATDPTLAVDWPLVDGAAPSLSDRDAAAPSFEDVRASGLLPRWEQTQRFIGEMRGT
GlmU inhibition: inhibition of mycobacterial GlmU enzyme – biochemical, glucosamine-1-phosphate acetyltransferase (AID 1376) | 0.25% of 220,000 active | M. tuberculosis GlmU acetyltransferase enzyme assay; higher % means a stronger effect | one-dose inhibition, %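 (tested at 30 µM in the primary screen)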; IC50 in µM for titrated hits; in the data active = inhibition above about 13%; inconclusive = no clear call, values can overlap the other calls;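 note: 0% = complete reaction with vehicle and 100% = reaction without substrate; strong numbers were not always called active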
An asterisk follows results filed as active; ? = inconclusive; . = no result given. Not all compounds are listed (hit frequency here may not be typical).

Sample of the layout (15 entries):
[1] CCC(C)C(NC(N)=O)C(=O)Nc1ccc(C(=O)OC)cc1 (stereo unspecified)
[2] O=c1[nH]c(O)c(C=NCCc2ccccc2)c(=O)[nH]1
[3] COc1ccc(C(C)C)cc1S(=O)(=O)Nc1ccc(Cl)cn1
[4] COc1ccc(C(=O)C/C(=C\C(=O)c2ccc(C)cc2)c2ccccc2)cc1
[5] O=S1(=O)N=C(Nc2ccc(N3CCOCC3)cc2)c2ccccc21
[6] CCN(CC)C(=S)NC(=O)c1ccc(Cl)cc1Cl
[7] COc1ccc(Nc2nc(-c3ccccc3)c(C(=O)Nc3cccnc3)s2)cc1
[8] Cc1ccc(-c2noc(-c3ccccc3C(=O)N3CCOCC3)n2)cc1
[9] CCS(=O)(=O)c1ccc(C(=O)Nc2ccccc2)c(Cl)c1Cl
[10] Cc1ccc(-c2nnc(SCCC(=O)N3CCOCC3)o2)cc1

assay / compound	1	2	3	4	5	6	7	8	9	10
RmlCD inh 1536	-15.3	8.4	4.4	.	14.9	1.7	1.8	-4.8	.	32.1
GlmU inhibition	5.2%	0.7%	-4.7%	1.9%	2.8%	3.9%	-7.8%	-2.4%	5.7%	7.9%

[11] CCN(CC)S(=O)(=O)c1ccc(NC2c3ncccc3C(=O)N2Cc2ccccc2)cc1 (stereo unspecified)
[12] O=C(CN1CCC(NC(=O)c2cccc(F)c2)CC1)NCc1ccccc1F
[13] CN(c1ccc(C(=O)Nc2ccc(S(=O)(=O)N3CCCC3)cc2)cc1)S(C)(=O)=O
[14] CCC(C)C(NC(=O)C1CCC(C)CC1)C(=O)Nc1cc(OC)ccc1OC (stereo unspecified)
[15] Cc1c(C(N)=O)c(N)c(C(=O)c2ccccc2)n1-c1ccccc1

assay / compound	11	12	13	14	15
RmlCD inh 1536	-2.8	9.1	-3.0	.	.
GlmU inhibition	1.8%	.	-1.6%	3.0%	6.5%

Main list, previewed entries included:
[1] CCC(C)C(NC(N)=O)C(=O)Nc1ccc(C(=O)OC)cc1 (stereo unspecified)
[2] O=c1[nH]c(O)c(C=NCCc2ccccc2)c(=O)[nH]1
[3] COc1ccc(C(C)C)cc1S(=O)(=O)Nc1ccc(Cl)cn1
[4] COc1ccc(C(=O)C/C(=C\C(=O)c2ccc(C)cc2)c2ccccc2)cc1
[5] O=S1(=O)N=C(Nc2ccc(N3CCOCC3)cc2)c2ccccc21
[6] CCN(CC)C(=S)NC(=O)c1ccc(Cl)cc1Cl
[7] COc1ccc(Nc2nc(-c3ccccc3)c(C(=O)Nc3cccnc3)s2)cc1
[8] Cc1ccc(-c2noc(-c3ccccc3C(=O)N3CCOCC3)n2)cc1

assay / compound	1	2	3	4	5	6	7	8
RmlCD inh 1536	-15.3	8.4	4.4	.	14.9	1.7	1.8	-4.8
GlmU inhibition	5.2%	0.7%	-4.7%	1.9%	2.8%	3.9%	-7.8%	-2.4%

[9] CCS(=O)(=O)c1ccc(C(=O)Nc2ccccc2)c(Cl)c1Cl
[10] Cc1ccc(-c2nnc(SCCC(=O)N3CCOCC3)o2)cc1
[11] CCN(CC)S(=O)(=O)c1ccc(NC2c3ncccc3C(=O)N2Cc2ccccc2)cc1 (stereo unspecified)
[12] O=C(CN1CCC(NC(=O)c2cccc(F)c2)CC1)NCc1ccccc1F
[13] CN(c1ccc(C(=O)Nc2ccc(S(=O)(=O)N3CCCC3)cc2)cc1)S(C)(=O)=O
[14] CCC(C)C(NC(=O)C1CCC(C)CC1)C(=O)Nc1cc(OC)ccc1OC (stereo unspecified)
[15] Cc1c(C(N)=O)c(N)c(C(=O)c2ccccc2)n1-c1ccccc1
[16] CC1(c2cccs2)CC(c2cccs2)=C(C#N)C(=O)N1 (stereo unspecified)

assay / compound	9	10	11	12	13	14	15	16
RmlCD inh 1536	.	32.1	-2.8	9.1	-3.0	.	.	13.0
GlmU inhibition	5.7%	7.9%	1.8%	.	-1.6%	3.0%	6.5%	-0.6%

[17] C/C(=N\NC(=O)CSc1nnc(C)s1)c1ccc(O)cc1
[18] Cc1ccc(N2C(=O)/C(=C/c3ccc(CN(CCC#N)S(C)(=O)=O)o3)C(=O)NC2=S)cc1
[19] Cn1c(NCCO)nc2c(c1=O)C1(CCCCC1)Cc1ccccc1-2
[20] CC(C)N(C(=O)CN(C#N)c1nc(N(C)C)nc(N(C)C)n1)c1ccccc1
[21] Cc1nnc(SCC(=O)NCc2ccco2)n1-c1ccccc1
[22] COc1ccc2cc(C(=O)C3CCCN(C(=O)CCc4cnn(C)c4)C3)ccc2c1 (stereo unspecified)
[23] c1ccc(C2=Nn3c(nnc3-c3n[nH]c4c3CCC4)SC2)cc1
[24] c1ccc2nc(-c3nc4ccccc4[nH]3)ccc2c1

assay / compound	17	18	19	20	21	22	23	24
RmlCD inh 1536	7.0	.	.	73.0	.	.	7.8	-7.8
GlmU inhibition	-1.9%	5.8%	-8.3%	-0.6%	1.7%	-6.2%	4.8%	-1.6%

[25] CN1CCN2c3ccc(N)cc3CC3(C(=O)NC(=O)NC3=O)C2C1 (stereo unspecified)
[26] CSc1nc2ncc(-c3ccsc3)c(N)n2n1
[27] Cc1ccnc2nc(C(=O)OCC(=O)N(CC(C)C)CC(C)C)nn12
[28] N#C/C(=C(\O)CCl)c1nnc2n1CCCCC2
[29] O=C(N/N=C/c1c(O)n(-c2ccc(Cl)cn2)c(=O)c2ccccc12)c1ccncc1
[30] CCCN1C(=O)c2cc(C(=O)Nc3cccc(C(C)=O)c3)ccc2C1Nc1cccc(C(C)=O)c1 (stereo unspecified)
[31] Cc1cc(C)c(OCCCON2C(=O)CCC2=O)c(Br)c1
[32] CC(=O)Nc1sc(N/N=C\c2ccco2)nc1-c1cccs1

assay / compound	25	26	27	28	29	30	31	32
RmlCD inh 1536	-0.8	-9.2	7.2	.	.	22.4	-8.5	7.8
GlmU inhibition	6.2%	-4.6%	-2.6%	-0.6%	-5.8%	6.3%	-4.7%	-2.1%

[33] O=[N+]([O-])c1ccc(/C=N/NS(=O)(=O)c2ccc(Cl)cc2)o1
[34] O=C(CCn1ccnc1)Nc1ccc2ccccc2c1
[35] Cc1ccc(COc2ccc(/C=N/O)cc2)cc1
[36] CCC(CC)C(=O)NCCc1ccc(F)cc1
[37] CCC(C)(C)n1nnnc1C(C(C)C)N1CCN(C)CC1 (stereo unspecified)
[38] Cc1ccc(S(=O)(=O)c2ccc(Cl)cc2)cc1S(=O)(=O)N1CCN(C)CC1
[39] CC(C)C(=O)N1CCN(c2ccccc2NC(=O)c2cccc(Cl)c2)CC1
[40] COC(=O)CSc1[nH]c2ccc(F)cc2c1[N+](=O)[O-]

assay / compound	33	34	35	36	37	38	39	40
RmlCD inh 1536	-8.8	7.5	4.0	.	.	-2.2	.	5.6
GlmU inhibition	-4.4%	5.3%	-1.9%	-3.9%	-2.4%	2.4%	0.5%	-2.6%

[41] Cc1cccc(N(C(=O)CCC(=O)Nc2nccs2)C(C(=O)NC(C)(C)C)c2ccc(O)cc2)c1 (stereo unspecified)
[42] OC(COCc1ccccc1)CN1CCc2ccccc2C1 (stereo unspecified)
[43] O=S(=O)(c1cccs1)N1CCc2ccccc2C1
[44] O=C(N/C(=C\c1cccnc1)C(=O)N1CCOCC1)c1ccco1
[45] COc1ccc(C(CC(=O)O)NC(=O)Cc2ccccc2)cc1 (stereo unspecified)
[46] N#Cc1ccccc1Cn1cc(C(=O)c2ccccc2F)c2ccccc21
[47] Cc1ccc(-n2c(C)cc(/C=N/NC(N)=S)c2C)cc1
[48] Cc1ccc(OCc2nc(-c3cccs3)no2)c([N+](=O)[O-])c1

assay / compound	41	42	43	44	45	46	47	48
RmlCD inh 1536	-17.2	-1.9	5.8	.	-3.8	.	.	10.1
GlmU inhibition	-0.6%	2.0%	3.2%	0.4%	-5.5%	1.2%	-4.0%	-0.7%

[49] CC(C)(C)c1cc(N)n2nc(C(C)(C)C)cc2n1
[50] CCOC(=O)C1CCCN(C(=O)Cn2nc(CC)n3c(cc4sccc43)c2=O)C1 (stereo unspecified)
[51] Cc1ccc(-n2c(-c3ccncc3)n[nH]c2=S)c(C)c1
[52] CN(Cc1cnc2nc(N)nc(N)c2n1)c1ccc(C(=O)N[C@@H](CCC(=O)O)C(=O)O)cc1
[53] N#Cc1c(N)sc(=S)c2c1CCN(Cc1ccccc1)C2
[54] Cc1ccc(SCCC(=O)NCc2ccncc2)cc1
[55] Cc1cccc(C)c1NC(=O)C1(NC(=O)Cn2cccc([N+](=O)[O-])c2=O)CCCCC1
[56] CCOc1ccc(S(=O)(=O)N/N=C(\C)c2ccc(OC)cc2OC)cc1

assay / compound	49	50	51	52	53	54	55	56
RmlCD inh 1536	4.5	4.4	-9.4	.	.	5.9	1.7	12.0
GlmU inhibition	-5.5%	0.4%	2.0%	3.8%	5.5%	4.0%	-0.9%	-0.4%

Retrieved by compound from the list above (two):
[50] CCOC(=O)C1CCCN(C(=O)Cn2nc(CC)n3c(cc4sccc43)c2=O)C1 (stereo unspecified)
[49] CC(C)(C)c1cc(N)n2nc(C(C)(C)C)cc2n1

assay / compound	50	49
RmlCD inh 1536	4.4	4.5
GlmU inhibition	0.4%	-5.5%

(further entries)
[57] O=C(NCCCn1ccnc1)/C(=C/c1cccs1)NC(=O)c1ccco1
[58] O=S(=O)(c1ccc(Cl)cc1)N1CCN(C(=S)Nc2ccccc2F)CC1
[59] CCOC(=O)C1=C(C)NC(SCC(N)=O)=C(C#N)C1c1cccs1 (stereo unspecified)
[60] CCOC(=O)Cc1nc(-c2cccc(C(F)(F)F)c2)no1
[61] Cc1cc(C)nc(N2C(=O)CC(C(=O)O)NC2=NCCc2c[nH]c3ccccc23)n1 (stereo unspecified)
[62] Fc1ccc(Nc2nc(N3CCOCC3)c3ccccc3n2)cc1
[63] C/C(=N\NC(=O)c1ccncc1)c1c(O)n(-c2ccccc2)c(=O)[nH]c1=O
[64] COc1nc(Oc2ccc(=O)n(C)n2)nc(N(C)C)n1
[65] O=C(Nc1ccc2c(c1)OCO2)NC1CCN(Cc2ccccc2)CC1
[66] CCCSc1nnc(NC(=O)Nc2ccc(C)cc2)s1
[67] CN(C)C=NC(=O)c1cc(C(=O)c2ccccc2)c[nH]1

assay / compound	57	58	59	60	61	62	63	64	65	66	67
RmlCD inh 1536	-7.7	-7.9	.	5.4	?	.	3.4	3.7	6.2	5.5	5.4
GlmU inhibition	4.8%	-0.1%	-1.9%	-7.7%	1.0%	-4.1%	3.3%	0.3%	-1.0%	2.9%	-8.0%

Screening data as filed in PubChem BioAssay.
